# M18AAP inhibitor: PfM18AAP inhibitors, malaria aminopeptidase, primary screen, biochemical, QFRET, recombinant enzyme; AID 1822, 2009; 1.2% of 290,000 active; M18 aspartyl aminopeptidase (Plasmodium falciparum 3D7); H-Glu-NHMec fluorogenic cleavage; inhibition, % at 7.35 µM;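 active = inhibition above the campaign mean inhibition over all tested compounds plus 3 SD, cut at about 28% in these data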;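 note: 0% = plate median of test compound wells and 100% = 2 mM ZnCl2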
# PHOSPHO1 inh: PubChem AID 1565. Phosphoethanolamine/phosphocholine phosphatase (Homo sapiens), Q8TCT1. recombinant PHOSPHO1, absorbance phosphatase assay. inhibition, % at 13.3 µM. 1.1% of 290,000 active; in the data active = inhibition above about 60%
# Target sequence (Q8TCT1 whole entry, looked up): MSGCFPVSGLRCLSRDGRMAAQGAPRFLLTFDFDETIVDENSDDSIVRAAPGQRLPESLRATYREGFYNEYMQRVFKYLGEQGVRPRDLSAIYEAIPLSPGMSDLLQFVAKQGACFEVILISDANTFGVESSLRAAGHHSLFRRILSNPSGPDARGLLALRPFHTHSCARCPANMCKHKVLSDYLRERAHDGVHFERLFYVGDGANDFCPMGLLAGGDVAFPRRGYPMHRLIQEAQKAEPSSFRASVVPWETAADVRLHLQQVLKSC
# NALP1 yeast inh: NALP1 inflammasome inhibitors in reconstituted yeast, colorimetric, S. cerevisiae, triplicate retest. S. cerevisiae NALP1/ASC/caspase-1 growth, X-gal OD620, 72 h. inhibition, % at 10 µM. 0.61% of 280,000 active; in the data active = inhibition mostly above about 24%, no sharp cut-off; inactive = mostly below about 32%; note: some compounds called inactive have numbers as strong as hits
# IDE act: human IDE activators in live cells, primary screen, fluorescence polarization, HEK cells, FAbeta-B substrate | FAbeta-B cleavage; 0% vehicle, 100% cell-free pure enzyme wells | activation, % at 5.96 µM | 0.073% of 340,000 active;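 active = activation above the mean of all tested compounds plus 3 SD, set per screening campaign, cut at about 17% in these data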
# VIM-2 inhibitor: VIM-2 metallo-beta-lactamase inhibitors, primary screen, biochemical, epi-absorbance readout, Pseudomonas aeruginosa enzyme | inhibition, % at 5.6 µM | 0.89% of 290,000 active | purified VIM-2, nitrocefin hydrolysis, epi-absorbance fluorescence;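 active = inhibition above the mean of all tested compounds plus 3 SD, cutoff set per screening run, cut at about 7.5% in these data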;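 note: red hydrolysis product quenches plate fluorescence so inhibitors raise well fluorescence; 0% = enzyme with DMSO and 100% = DMSO without enzyme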
# GPR7 antagonist: GPR7 receptor antagonists, primary screen, cell-based, fluorescence, single concentration | Neuropeptides B/W receptor type 1 (Homo sapiens), P48145 | GPR7-expressing cells, fluorescence antagonist assay | inhibition, % at 4.4 µM | 1.1% of 290,000 active; in the data active = inhibition above about 16%, passing the limit was not always enough;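 note: cells stimulated with the agonist NPW; 0% = agonist with vehicle and 100% = vehicle without agonist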
# Target sequence (P48145 whole entry, looked up): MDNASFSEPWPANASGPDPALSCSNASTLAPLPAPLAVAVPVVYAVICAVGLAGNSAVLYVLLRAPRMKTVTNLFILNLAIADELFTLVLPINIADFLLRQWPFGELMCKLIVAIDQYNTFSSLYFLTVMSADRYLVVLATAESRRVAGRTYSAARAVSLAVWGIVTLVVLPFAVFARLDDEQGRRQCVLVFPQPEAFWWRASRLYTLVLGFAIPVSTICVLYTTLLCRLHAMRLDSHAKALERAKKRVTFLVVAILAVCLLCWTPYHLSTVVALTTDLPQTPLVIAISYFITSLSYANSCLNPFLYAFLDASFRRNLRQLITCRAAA
# IMP-1 inh: IMP-1 metallo-beta-lactamase inhibitors, primary screen, biochemical, epi-absorbance readout, Pseudomonas aeruginosa enzyme. purified IMP-1, nitrocefin hydrolysis, epi-absorbance fluorescence. inhibition, % at 5.6 µM. 0.45% of 290,000 active. AID 1556, 2009;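 active = inhibition above the mean plus 3 SD of all compounds in the same screening run, cut at about 4.5% in these data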;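 note: 0% = IMP-1 with DMSO and 100% = DMSO wells lacking enzyme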
#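 Material – recombinant IMP-1 enzyme, purified · Amount – IMP-1 0.2 nM before substrate addition · Medium – HEPES buffer pH 7.1 with ZnSO4 and Brij 35 · Timing – 25 °C, 15 min preincubation, 25 min reaction · Measured by – plate fluorescence quenching by hydrolysis product, ex 480/em 530 nm · Read-out – percent enzyme inhibition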
# pCIP destab: p/CIP-EGFP fusion destabilizers, primary screen, fluorescence, F442A cells. Q05BA5. 16 h. decrease of EGFP signal, % at 10 µM. 0.01% of 290,000 active. AID 1984, 2009;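 active = EGFP signal decrease of at least 30% at 10 µM or well 3 SD below plate mean, unless failing retest; inactive = the rest, including hits failing retest or dose response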; note: some compounds called inactive have numbers as strong as hits; many of its hits are not listed in these tables
# IDE inh: human IDE inhibitors in live cells, primary screen, fluorescence polarization, HEK cells, FAbetaB substrate; 0.41% of 320,000 active; AID 434962, 2010; FAbetaB cleavage; inhibition, % at 5.59 µM; Insulin-degrading enzyme (Homo sapiens), P14735;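 active = percent inhibition above the average of all tested compounds plus 3 SD, set per screening campaign, cut at about 16% in these data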;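 note: IDE supplied by intact live HEK cells; FP after avidin binding of uncleaved biotin substrate so inhibition keeps polarization high; 0% = DMSO wells and 100% = 60 µM reference IDE inhibitor Ii1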
# The depositor's hits bear a star; . = no result given.
SMILES,M18AAP inhibitor,PHOSPHO1 inh,NALP1 yeast inh,IDE act,VIM-2 inhibitor,GPR7 antagonist,IMP-1 inh,pCIP destab,IDE inh
CC1CCN(Cc2nc(Cl)c3c4c(sc3n2)CCC4)CC1,1,-22,0,-2,-2.1,-13,-2.5,12,-1
Cc1cc(C)c(S(=O)(=O)c2ccccc2F)c(=O)[nH]1,3,42,-4,4,-4.7,-18,-3.0,-6,-4
COc1cc(C(=O)NCC(=O)N/N=C/c2ccco2)cc(OC)c1OC,-1,15,25,5,-2.1,-8,-1.9,14,4
CCc1ccc(OCCn2ccnc2)cc1,3,39,11,9,-1.5,-10,-1.1,8,-2
COc1ccc(-c2nnn(Cc3ccccc3)n2)cc1,0,-6,8,1,0.2,9,1.4,-3,5
CC(=O)Nc1ccc(NC(=O)CSc2nc3ccccc3o2)cc1,-2,6,23,-6,1.4,-3,-0.9,-5,-2
CCCCc1ccc(NC(=O)N2CCN(c3cc(C)nc4ccccc34)CC2)c(C)c1,9,.,10,-8,-1.8,-6,-1.4,3,14
O=C(Nc1ccc2oc(-c3ccccc3Cl)nc2c1)c1ncn[nH]1,23,39,32,-7,-2.9,-12,-3.8,-1,0
CCOc1ccc(C(=O)NCCCN2CCOCC2)cc1OCC,-1,-34,3,-1,0.7,-6,-0.1,0,7
O=C(Nc1ccc(C2CCCCC2)cc1)C1CCCN(c2ncccn2)C1 (centres undefined),.,27,12,0,.,.,.,-16,-2
CCOC(=O)N1CCN(C(=O)Cn2cc3c(n2)CCCC3)CC1,-1,-18,6,4,0.3,4,-1.1,-11,-1
COC(=O)c1cc(C)sc1NC(=O)CCCC(=O)O,1,5,-10,3,-2.9,18,-2.7,2,2
CCOc1ccc(CNCCc2ccc(S(N)(=O)=O)cc2)cc1,-5,37,17,3,0.3,9,-0.5,-15,3
COc1cc(NC(=O)c2ccc(C)cc2)c(OC)cc1NC(=O)CN1CCOCC1,-4,-8,-9,0,-1.9,-9,-4.3,8,7
Cc1nc(-c2ccc(S(=O)(=O)NCC3CCN(C(=O)OC(C)(C)C)CC3)s2)cs1,1,45,15,6,-3.1,-6,-3.9,-11,2

# One compound at a time, as listed above. Values in the order: M18AAP inhibitor, PHOSPHO1 inh, NALP1 yeast inh, IDE act, VIM-2 inhibitor, GPR7 antagonist, IMP-1 inh, pCIP destab, IDE inh
# Shown for CC1CCN(Cc2nc(Cl)c3c4c(sc3n2)CCC4)CC1 : 1, -22, 0, -2, -2.1, -13, -2.5, 12, -1
# Shown for COc1cc(C(=O)NCC(=O)N/N=C/c2ccco2)cc(OC)c1OC : -1, 15, 25, 5, -2.1, -8, -1.9, 14, 4
# Shown for Cc1nc(-c2ccc(S(=O)(=O)NCC3CCN(C(=O)OC(C)(C)C)CC3)s2)cs1 : 1, 45, 15, 6, -3.1, -6, -3.9, -11, 2
# Shown for O=C(Nc1ccc2oc(-c3ccccc3Cl)nc2c1)c1ncn[nH]1 : 23, 39, 32, -7, -2.9, -12, -3.8, -1, 0
# Shown for COC(=O)c1cc(C)sc1NC(=O)CCCC(=O)O : 1, 5, -10, 3, -2.9, 18, -2.7, 2, 2

# 4 records drawn at random from those above, as already listed:
SMILES,M18AAP inhibitor,PHOSPHO1 inh,NALP1 yeast inh,IDE act,VIM-2 inhibitor,GPR7 antagonist,IMP-1 inh,pCIP destab,IDE inh
Cc1cc(C)c(S(=O)(=O)c2ccccc2F)c(=O)[nH]1,3,42,-4,4,-4.7,-18,-3.0,-6,-4
CCOc1ccc(CNCCc2ccc(S(N)(=O)=O)cc2)cc1,-5,37,17,3,0.3,9,-0.5,-15,3
COc1ccc(-c2nnn(Cc3ccccc3)n2)cc1,0,-6,8,1,0.2,9,1.4,-3,5
COc1cc(C(=O)NCC(=O)N/N=C/c2ccco2)cc(OC)c1OC,-1,15,25,5,-2.1,-8,-1.9,14,4

# Additional entries.
SMILES,M18AAP inhibitor,PHOSPHO1 inh,NALP1 yeast inh,IDE act,VIM-2 inhibitor,GPR7 antagonist,IMP-1 inh,pCIP destab,IDE inh
Cc1cc(C)c(-c2csc(NC(=O)/C=C/c3cccs3)n2)c(C)c1,-2,4,31,-13,-1.9,-13,-1.0,-16,4
Cc1cc(NC(=O)Nc2ccc(F)cc2)no1,5,28,1,3,-1.4,-3,-2.0,-27,0
Cc1cc(NC(=O)Cn2nnc3sc4c(c3c2=O)CCCC4)no1,-9,13,0,-1,-0.3,-4,-0.1,5,1
O=C(c1ccccc1)c1cccn1CC(=O)N1CCN(c2ccc(F)cc2)CC1,-6,26,1,5,0.9,11,-1.7,7,-1
CCOC(=O)CSc1nc(C)c(C(C)=O)cc1C(N)=O,17,-6,13,2,-1.2,5,-0.6,10,-1
COC(=O)c1cc(S(=O)(=O)N2CCC(c3ccccc3)C2)c[nH]1 (centres undefined),-1,12,-1,2,-0.2,-4,-1.7,-3,-1
COc1ccc(CCNC(=O)CSc2nnc(NC(C)=O)s2)cc1OC,7,-18,17,10,-2.8,-9,-1.9,-10,-2
C/C=C\C=C/C(=O)Nc1cccc(C2=NOC3(C2)C[C@H](C(N)=O)N(C(=O)CC)C3)c1 (some centres undefined),.,18,.,-5,.,.,.,-9,-1
CCC(OC(=O)CCc1nc2ccccc2[nH]c1=O)C(=O)c1ccccc1 (centres undefined),2,-21,3,6,-0.6,-8,-1.7,2,1
CC(=O)Nc1ccc(NC(=O)Cn2cc3c(n2)CCC(C)C3)cc1 (centres undefined),-7,-13,0,.,-0.3,8,0.6,-14,.
CC(=O)N1CCc2cc(S(=O)(=O)NC(C(=O)Nc3ccc4c(c3)OCCO4)C(C)C)ccc21 (centres undefined),-8,-10,3,8,2.1,1,-1.2,3,9
COc1ccc(OC)c(/C=N/NC(=O)c2cc(-c3ccc(C)o3)nc3ccccc23)c1,-3,3,15,2,-2.6,-3,-1.4,2,0
COc1ccc(NC(=O)c2cnc(C)cn2)cc1-n1cnnn1,1,-6,2,-1,-3.2,2,-2.2,-10,6
CC(C(=O)Nc1c2c(cc3c1CCC3)CCC2)N1CCCC1 (centres undefined),-2,-31,14,-1,-0.4,32*,-1.0,-10,3
COC(C(=O)NC(C(C)C)C(C)C)c1ccccc1 (centres undefined),-1,-5,34,4,-3.0,-9,-5.0,-14,-1
CCCCN1CN(Cc2ccco2)CNC1=S,1,-3,-7,7,-1.3,0,-4.6,4,3
O=C(Cc1ccccc1[N+](=O)[O-])N1CCN(c2ccc(F)cc2)CC1,6,11,1,3,1.1,-5,-2.0,8,1
CC(C)Nc1oc(Cc2cccc3ccccc23)nc1C#N,-3,6,-1,1,1.7,-14,-0.2,-8,0
O=C(c1ccc(COc2ccccc2Cl)o1)N1CCCC1,-10,-7,21,2,-3.8,-10,-2.6,-11,-2
CCc1ccc(C(=O)COC(=O)c2cccnc2Cl)cc1,-14,40,12,9,0.0,-9,-0.8,-9,1
CC(C)(C)n1nnnc1C(c1cccnc1)N1CCN(c2ccccn2)CC1 (centres undefined),-4,16,-3,0,1.8,2,-0.7,-9,-2
COCCCN1C(=O)c2ccc(C(=O)O)cc2C1=O,9,7,-18,-1,1.0,-2,1.7,-2,-3
CCC(C)c1ccc(S(=O)(=O)N2CCN(S(=O)(=O)c3ccc(NC(C)=O)cc3)CC2)cc1 (centres undefined),-2,31,0,5,-0.9,3,-1.6,-10,1
Cc1cc(C(C)(C)C)c(O)c(C)c1CC1=NCCN1,4,23,-13,-3,-1.2,1,-2.8,2,7
O=C(COC(=O)c1ncc(Cl)c(Cl)c1Cl)c1ccc(Cl)s1,-2,15,12,4,-1.0,-11,-1.7,-12,2
CCCCc1c(O)nc(SCC(=O)N2CCOCC2)n(-c2ccccc2C)c1=O,-2,10,0,0,-3.1,-2,-0.8,7,3
Cc1ccc(CN2C(=O)S/C(=C\c3ccccc3OCC(=O)O)C2=O)cc1,4,45,-12,2,1.0,-2,0.3,-9,0
CN(C(=O)C1CCCO1)c1nnc(-c2ccccn2)s1 (centres undefined),6,17,14,8,-2.4,-12,-4.0,10,0
Cc1ccccc1NC(=O)COC(=O)c1cc(=O)c2ccccc2o1,-5,-32,-5,.,-0.6,-7,-2.4,2,-1
COc1ccc(C2C(C#N)=C(N)SC(N)=C2C#N)cc1OC,2,34,1,-15,-3.1,-6,-0.4,0,13
Cc1nc(SCC(=O)OCc2ccccc2)c(C#N)c(-c2ccccc2)c1C(=O)Nc1ccccc1,-1,2,37,5,-2.3,-17,-2.6,0,-5
CCN1C(=O)C2(/C(=C(\O)c3ccc4c(c3)OCCO4)C(=O)C(=O)N2CCCOC)c2ccccc21 (centres undefined),-3,11,-12,3,0.5,-2,-1.3,-11,3
CC(=O)Nc1ccc(S(=O)(=O)NCC2CCC(C(=O)N3CC(C)CC(C)C3)CC2)cc1 (centres undefined),-5,25,-1,1,-1.1,-4,-2.2,4,-1
COc1ccc(NC(=O)NNc2cc(N3CCOCC3)nc(N3CCOCC3)n2)cc1,14,13,19,6,-0.7,-3,-1.9,-32,-4
COc1ccc(CN2CC(C(=O)NCCCN3CCN(C)CC3)CC2=O)cc1 (centres undefined),-3,12,15,4,-5.3,-13,-2.7,1,1
CCCn1c(=N)n(CC(=O)c2cccs2)c2ccccc21,0,13,.,4,-1.1,-4,-1.8,-10,7
CCC(NC(=O)c1cc(COc2ccc(Cl)cc2OC)on1)c1ccncc1 (centres undefined),1,32,6,1,-1.9,-9,-2.9,-12,-1
CCCCSc1cc(C)nc(N)n1,6,20,-7,-2,-1.0,-14,-2.5,1,-1
O=c1[nH]cc(N=Cc2cc([N+](=O)[O-])ccc2O)c(=O)[nH]1,13,29,0,.,-1.9,-18,-1.3,-3,1
CCOCCn1cnc2sc(C(=O)NCCCN3CCOCC3)c(C)c2c1=O,1,38,-3,-3,-6.8,-11,-2.5,-6,0
CCOC(=O)C1=C(O)/C(=C/c2cccc(OC)c2O)N=C1C,10,-113,1,-5,-4.0,-6,-5.4,10,-3
CCOc1ccc(/C=N/n2nnnc2N)cc1O,-11,62*,31,2,-4.4,-6,-2.7,-17,3
CC(C)CN(Cc1cc(=O)oc2cc(-c3ccccc3)c(O)cc12)CC(C)C,-1,16,14,1,-0.5,-7,-2.1,-8,-2
COc1ccc(-c2nc3ccccc3c(=O)n2NC(=O)Cc2ccccc2)cc1,-7,0,28,0,-3.3,-8,-4.0,14,-4

# Compound activity deposited in PubChem by several laboratories.
